Mtb UGM inh – Mtb UDP-galactopyranose mutase inhibition; P9WIQ1; purified UGM, fluorescence polarization probe displacement; inhibition, % at 10 µM; 320,000 tested, 0.06% active; in the data active = inhibition above about 10%, passing the limit was not always enough; inconclusive = no clear call, values can overlap the other calls
Target sequence (P9WIQ1 whole entry, looked up): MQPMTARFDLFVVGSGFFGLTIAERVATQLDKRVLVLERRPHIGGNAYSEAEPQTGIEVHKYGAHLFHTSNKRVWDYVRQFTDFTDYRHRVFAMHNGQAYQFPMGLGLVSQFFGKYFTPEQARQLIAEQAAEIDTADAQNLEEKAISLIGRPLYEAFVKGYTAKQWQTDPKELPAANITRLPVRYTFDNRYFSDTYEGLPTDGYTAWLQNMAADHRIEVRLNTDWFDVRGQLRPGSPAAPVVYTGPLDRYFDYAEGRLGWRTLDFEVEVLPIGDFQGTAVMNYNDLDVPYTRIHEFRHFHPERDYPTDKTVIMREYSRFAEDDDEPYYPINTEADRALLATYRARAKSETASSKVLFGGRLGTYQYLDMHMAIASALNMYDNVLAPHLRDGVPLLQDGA
FadD28 binding – inhibitors of Mycobacterium tuberculosis FadD28 bisubstrate binding; FadD28 bisubstrate probe binding, fluorescence polarization; inhibition, % at 12.5 µM; 360,000 tested, 0.22% active; AID 588549; in the data active = inhibition above about 8.5%, passing the limit was not always enough; inconclusive = no clear call, values can overlap the other calls
PrPC surface inh – reduces human prion protein on the cell surface | cell surface PrPC, TR-FRET read-out | inhibition, % at 13.8 µM | 370,000 tested, 0.43% active | AID 720596; in the data active = inhibition above about 24%; note: 0% = median of the test wells and 100% = reference compound wells
BoNT A protease – blocks Botulinum neurotoxin A light chain protease; multiplex microsphere protease substrate cleavage, flow cytometry; inhibition, % at 10 µM; 360,000 tested, 0.17% active; AID 588499; in the data active = inhibition above about 30%; inconclusive = no clear call, values can overlap the other calls; note: plate controls were buffer without enzyme for full effect and enzyme alone for no effect
GDH-TPI counter – inhibits GDH-TPI coupling enzymes, artifact for Mtb FBA screen | GDH-TPI coupled enzyme counterscreen, NADH absorbance | inhibition, % at 4.8 µM | 360,000 tested, 1.2% active;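 note: 0% = DMSO wells and 100% = wells lacking the enzyme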
CCHF vOTU inh – blocks the CCHF virus ovarian tumor domain protease. 370,000 tested, 0.55% active. CCHFV vOTU protease, Pep-AMC fluorescence. inhibition, % at 11.5 µM; note: 0% = vehicle wells with enzyme and 100% = no enzyme wells
BoNT F protease – BoNT F light chain protease inhibition; 360,000 tested, 0.22% active; inhibition, % at 10 µM; Multiplex microsphere protease cleavage assay, flow cytometry; AID 588497; in the data active = inhibition above about 35%, passing the limit was not always enough; inconclusive = no clear call, values can overlap the other calls; note: plate controls were buffer without enzyme for full effect and enzyme alone for no effect
BioA inh – inhibitors of Mycobacterium tuberculosis BioA enzyme | purified M. tuberculosis BioA enzyme, plate reader | inhibition, % at 9.99 µM | 360,000 tested, 0.096% active; in the data active = inhibition above about 40%; inconclusive = no clear call, values can overlap the other calls
FBA Mtb inh – inhibitors of M. tuberculosis fructose-bisphosphate aldolase; 360,000 tested, 2.3% active; purified M. tuberculosis FBA, fluorescence read-out; AID 588726; inhibition, % at 1 µM; in the data active = inhibition above about 27%;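 note: 0% = vehicle and 100% = reference inhibitor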
Target sequence (P9WQA3 whole entry, looked up): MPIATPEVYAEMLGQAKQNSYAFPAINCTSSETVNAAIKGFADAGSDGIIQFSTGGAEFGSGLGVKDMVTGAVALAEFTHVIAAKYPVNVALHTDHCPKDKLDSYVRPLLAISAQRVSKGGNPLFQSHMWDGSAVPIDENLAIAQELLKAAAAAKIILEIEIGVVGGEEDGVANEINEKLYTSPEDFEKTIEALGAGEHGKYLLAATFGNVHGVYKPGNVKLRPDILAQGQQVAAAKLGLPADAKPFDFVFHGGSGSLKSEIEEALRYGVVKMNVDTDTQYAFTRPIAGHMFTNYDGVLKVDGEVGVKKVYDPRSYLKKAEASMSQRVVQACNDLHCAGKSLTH
An asterisk follows results filed as active; ? = inconclusive; . = no result given. Cut-off read from the data, not from the text of the source, unless noted: active = inhibition above about 30%; inactive = the rest.

SMILES	Mtb UGM inh	FadD28 binding	PrPC surface inh	BoNT A protease	GDH-TPI counter	CCHF vOTU inh	BoNT F protease	BioA inh	FBA Mtb inh
O=C(Nc1ccccc1N1CCCCC1)C1CCN(C(=O)c2ccc(Cl)cc2)CC1	-3.6	-1.6	5	-2.3	6	7	4	-2.1	-1
CCc1[nH]nc2c1C(c1cccc(OC(=O)N3CCOCC3)c1)C(C#N)=C(N)O2 (configuration not stated)	3.8	-2.3	-1	-0.2	-2	-16	3	.	-4
O=C1CCC/C(=N\NC(=O)c2ccc(COc3cccc4cccnc34)cc2)C1	1.3	-2.2	-5	0.4	6	-3	0	-8.1	1
CC(NC(=O)C(Cc1ccccc1)NC(=O)c1ccccc1)C(=O)O (configuration not stated)	-0.6	-3.6	-2	?	-5	-2	-1	-0.4	0
C=C(C(=O)c1ccccc1)C(NC(C)(C)C)c1ccccc1 (configuration not stated)	.	-3.9	18	-0.1	2	6	1	.	0
CCCS(=O)(=O)c1c(S(=O)(=O)CCC)c2c(N)cccn2c1C(=O)c1ccccc1	2.5	0.3	5	?	17	8	-1	0.3	-1
CN(C)S(=O)(=O)c1ccc(NC(=O)c2ccccn2)cc1	-0.5	-0.7	-4	0.2	1	-1	-6	-0.3	3
CCN(C(=O)COC(=O)c1cccc(-n2cnnn2)c1)C1CCCCC1	-1.2	-2.5	-2	-0.7	-4	-3	-6	-0.2	3
CCOC(=O)c1c(C)[nH]c(C(=O)CSc2nnc(C3CC3)n2N)c1C	1.0	-1.0	-9	1.5	12	10	-2	0.3	-2
CC1CCCC(CC(=O)O)(CC(=O)O)C1 (configuration not stated)	-1.4	2.3	-1	-1.1	6	-10	?	-0.9	1
O=C(COc1ccc2c(c1)OCO2)NC12CC3CC(CC(C3)C1)C2	-2.1	0.6	1	-1.0	2	8	7	-4.3	1
O=C(CSc1ccc2nnc(-c3cccnc3)n2n1)Nc1ccccc1C(F)(F)F	-0.3	-3.0	2	0.4	4	5	-13	-0.4	16
CC1CC(=O)Nc2ccc([N+](=O)[O-])cc2N1C (configuration not stated)	0.1	0.3	-17	-0.7	14	-12	-6	.	-2
O=C(CNC(=O)c1ccco1)NCC(=O)OC(C(=O)c1ccccc1)c1ccc(Cl)cc1 (configuration not stated)	-0.1	-1.1	9	-0.2	7	-4	20	.	-1
CCc1ccc(OCC(=O)NC(=S)Nc2cccc(CO)c2)c(Br)c1	-0.7	-2.7	2	-0.8	-7	-7	5	-0.2	-3
CCCS(=O)(=O)Nc1c(OC)ccc2c1c(C(=O)OCC)c(C)n2C	-2.7	-0.9	-4	0.4	8	-15	5	.	5
CC(c1ccc(Br)cc1)N1CC23C=CC(O2)C(C(=O)O)C3C1=O (configuration not stated)	2.0	-3.0	-1	-1.2	6	1	-7	-1.3	3
CN(C)/N=C1\CCS(=O)(=O)c2sccc21	-0.9	-1.5	8	-0.1	1	-1	0	.	1
COC(=O)/C=c1/s/c(=C(\C#N)C(=O)NCc2ccco2)n(-c2ccc(C)cc2)c1=O	1.9	-1.0	-5	1.8	20	0	?	-4.7	0
Cc1ccc(-n2nc(C)cc2NC(=O)c2ccc(C)s2)cc1	-2.6	-2.8	0	-1.3	-1	-8	-12	-0.3	0

Profiles as entered above. Order of screens: Mtb UGM inh	FadD28 binding	PrPC surface inh	BoNT A protease	GDH-TPI counter	CCHF vOTU inh	BoNT F protease	BioA inh	FBA Mtb inh
O=C(CSc1ccc2nnc(-c3cccnc3)n2n1)Nc1ccccc1C(F)(F)F reads -0.3	-3.0	2	0.4	4	5	-13	-0.4	16
Cc1ccc(-n2nc(C)cc2NC(=O)c2ccc(C)s2)cc1 reads -2.6	-2.8	0	-1.3	-1	-8	-12	-0.3	0

Remaining list, next part.
SMILES	Mtb UGM inh	FadD28 binding	PrPC surface inh	BoNT A protease	GDH-TPI counter	CCHF vOTU inh	BoNT F protease	BioA inh	FBA Mtb inh
Cc1cccc(Cc2nnc(CCC(=O)N(CC3CC3)CC3CCCO3)o2)c1 (configuration not stated)	-2.1	-1.3	7	-0.1	5	9	-7	.	-7
O=C1C2CCCN2C(c2ccccc2)N1c1nccs1 (configuration not stated)	2.0	-1.7	1	0.1	-2	-5	-5	2.1	-4
CCN(C[C@H]1N[C@@](CC)(C(=O)OC)[C@H]2C(=O)N(Cc3ccccc3)C(=O)[C@@H]12)C(=O)NC(C)C	1.2	0.4	-3	-0.5	5	0	4	0.5	1
CCOC(=O)CSc1nnc(-c2cccc(Br)c2)o1	-1.9	0.2	8	0.1	-1	5	-5	0.3	-2
C=C(C)c1cccc(C(C)(C)NC(=O)NCC2CCCO2)c1 (configuration not stated)	0.2	-3.2	-8	1.2	-3	6	-17	0.0	-1
COc1ccc(CCNc2oc(COc3ccccc3)nc2C#N)cc1	0.0	-5.3	7	-0.1	4	0	-4	4.0	4
CCc1nnc(NC(=O)CSc2nccn2-c2cc(C)cc(C)c2)s1	0.8	-2.7	13	0.6	8	22	9	-1.6	2
Cc1oc(-c2cccc(Br)c2)[n+]([O-])c1C	-0.8	0.8	-1	0.6	-2	-4	-9	.	4
CC(=O)Nc1cccc(-c2csc(C(C)(O)c3ccccc3)n2)c1 (configuration not stated)	.	-0.2	-4	-0.4	4	5	-1	3.3	2
CCc1cccc(C)c1N(C(=O)Cn1c(COC)nc2ccccc21)C(C)COC (configuration not stated)	2.9	-0.3	-3	0.1	-2	1	5	-7.3	2

Random excerpt: 2 records from the list.
SMILES	Mtb UGM inh	FadD28 binding	PrPC surface inh	BoNT A protease	GDH-TPI counter	CCHF vOTU inh	BoNT F protease	BioA inh	FBA Mtb inh
C=C(C)c1cccc(C(C)(C)NC(=O)NCC2CCCO2)c1 (configuration not stated)	0.2	-3.2	-8	1.2	-3	6	-17	0.0	-1
Cc1cccc(Cc2nnc(CCC(=O)N(CC3CC3)CC3CCCO3)o2)c1 (configuration not stated)	-2.1	-1.3	7	-0.1	5	9	-7	.	-7

(next part)
SMILES	Mtb UGM inh	FadD28 binding	PrPC surface inh	BoNT A protease	GDH-TPI counter	CCHF vOTU inh	BoNT F protease	BioA inh	FBA Mtb inh
CC(Oc1ccccc1F)C(=O)NN (configuration not stated)	1.5	-1.6	4	0.1	-1	-5	-7	6.8	-3
CCOc1ccc(-c2nc(CCl)cs2)cc1	-2.1	-0.7	-4	-0.3	1	-7	-1	-0.3	9
Cc1ccccc1-c1nc(CN2CCC(C(=O)NCC3CCCO3)CC2)c(C)o1 (configuration not stated)	0.5	-1.4	-1	-3.7	16	-3	-6	.	-1
CCOc1ccc(/C=C/C(=O)Nc2ccc(OC)cc2[N+](=O)[O-])cc1	1.2	0.8	5	0.2	6	24	-12	.	-3
CC(=O)N1CCCc2cc(S(=O)(=O)N3CCCC(C(=O)Nc4ccc(C)cc4C)C3)ccc21 (configuration not stated)	1.7	-4.2	-3	2.6	3	-4	2	-1.3	-10
COc1ccc(OC)c(/C=C/C(=O)OCC(=O)Nc2nnc(-c3ccccc3)o2)c1	-2.1	-0.6	-1	-1.1	19	-7	-6	1.1	12
CCCn1c(=O)c(C(=O)NCCCc2ccccc2)c(O)c2ccccc21	2.2	-1.4	-4	1.1	1	3	-9	-2.6	-2
O=C(Nc1ccc(F)cc1)/C(=C1/CCCCCN1)[N+](=O)[O-]	1.6	-1.7	-2	0.6	29	8	1	3.6	4
Cc1ccc(Nc2ccc(C(=O)N3CCCC3)cn2)c(C)c1	-1.6	-2.8	1	0.9	-4	6	-2	0.8	-1
N#C/C(=C/c1cccc(C(F)(F)F)c1)c1nc(CCN2C(=O)c3ccccc3C2=O)cs1	-1.0	-1.3	4	0.6	4	18	-4	-2.4	1
C=CCn1c(SCC(=O)O)nnc1-c1cccs1	0.0	-3.1	1	1.3	-18	0	-1	-0.1	0
O=C1CCC(C(=O)OCC(=O)Nc2ccc(OC(F)F)cc2)=NN1	.	-0.9	-1	-0.2	3	-1	4	-0.9	0
CCN(CC#CCC(O)(c1ccccc1)c1ccccc1)C(C)C	0.4	-4.3	-3	0.3	3	-12	2	1.8	2
Cc1ccc(S(=O)(=O)N2C[C@@H](C)[C@]3(C2)[C@H](O)[C@H](OC(=O)NCc2ccco2)C[C@H]2C(=O)N(c4ccccc4)C(=O)[C@H]23)cc1	.	-3.7	2	0.0	-6	3	3	1.7	2
CN(C)CCNC(=S)Nc1ccccc1C(C)(C)C	1.0	-3.4	-2	-0.7	-8	6	2	1.2	-4
Cc1cc(NC(=O)c2noc3c2CCCCC3)nn1Cc1ccc(Cl)cc1	1.3	0.5	-1	-0.6	4	-1	1	.	0
CCN(CC)S(=O)(=O)c1ccc(/C(O)=C2/C(=O)C(=O)N(CCOC)C2c2ccccc2)cc1 (configuration not stated)	1.2	-3.2	-3	-0.3	-2	7	2	0.4	-1
CCOC(=O)c1ccc2c(c1)nc(COc1ccc(OC)cc1)n2CC	.	-0.5	2	1.9	7	14	1	-3.6	1
O=S(=O)(c1cnc[nH]1)N1CCN(c2ccc(F)cc2)CC1	-0.9	-0.2	-4	0.1	13	-10	1	.	4
COC(=O)CN1C(=S)N(c2ccc(F)cc2)C(=O)C1CC(=O)Nc1ccc(F)cc1 (configuration not stated)	1.1	-2.0	-5	0.1	9	-13	-13	-1.2	-3
CCOC(=O)N/N=C/c1cc(OC)c(O)c(OC)c1	-3.0	0.5	0	-1.0	16	-19	-5	.	4
COCOc1ccc(/C=C2/Oc3cc(OCOC)cc(OCOC)c3C2=O)c(OCOC)c1	-0.2	-2.3	.	5.7	14	.	-3	-2.1	1
Cc1ccc(C(=O)OCC(=O)N2CCNC2=O)c(C)c1	.	-2.6	-1	.	8	-9	.	1.1	2
CCN(C(=O)CO/N=C/c1ccc(OC)cc1OC)c1c(N)n(Cc2ccccc2)c(=O)[nH]c1=O	0.6	-1.1	0	.	-5	9	.	6.6	1
COc1ccc(NC(=O)c2cc(C)cc(C)c2)cc1S(=O)(=O)N1CCCCC1	-2.5	-2.5	7	0.3	1	8	4	0.8	0
COc1ccc(OC)c(NS(=O)(=O)c2ccc3c(c2)n(C)c(=O)n3C)c1	-0.7	-4.4	-1	1.0	1	3	?	7.1	3
CC(=O)Nc1ccc(NC(=O)COc2ccc(S(=O)(=O)N3CCCC3)cc2)cc1	-1.4	.	7	0.1	8	4	-6	-1.5	1
CCOC(=O)c1sc2ncc([N+](=O)[O-])cc2c1N	-4.9	-0.1	-37	-0.7	0	-7	0	.	-1
Cc1c([C@H]2[C@@H](CC#N)C2(C)C)c2ccccc2n1C	-1.7	-0.5	4	-0.7	4	3	1	-2.5	0
CCOc1ccc(NC(=O)C2CCCN(S(=O)(=O)c3ccc4c(c3)CC(C)N4C(C)=O)C2)cc1 (configuration not stated)	-2.4	-2.4	5	-0.4	-6	3	5	0.1	-6
COc1ccc(-c2csc(NC(=O)CSc3nc(C)cs3)n2)cc1	-1.1	-1.9	0	?	12	-6	-38	-1.0	-3
CCOc1ccc(C(=O)NC2CCN(S(=O)(=O)c3ccccc3)CC2)cc1	0.2	-1.9	7	1.4	2	-11	38*	-1.1	1
Cc1ccccc1OCCNC(=O)c1ccc2ccccc2n1	0.0	-2.4	-7	-1.4	0	8	-10	1.3	-1
CCCCOC(=O)Nc1cccc(C(C)=O)c1	-4.8	-1.8	8	0.1	6	-2	-2	3.0	2
COc1ccc(C(C)(C)C)cc1NC(=O)c1[nH]c(C)c(C(C)=O)c1C	1.3	-2.4	6	1.0	0	10	2	6.6	-3
Cc1ccc(C(=O)NCCSC2CCCCC2)cc1S(=O)(=O)Nc1ccccc1	2.9	1.2	16	0.2	2	8	-2	.	-3
CC(C)OC(=O)CCCNc1ccc([N+](=O)[O-])cc1[N+](=O)[O-]	0.1	-3.8	-37	0.5	27	18	-2	2.7	-7
CC(=O)N1CCN(C(=O)CSc2nnc(C)n2-c2ccccc2)CC1	2.5	-2.7	6	-1.6	7	7	0	2.4	0
Cc1ccc(C2C(=O)c3ccccc3C2=O)cc1	-0.5	2.2	-9	0.9	4	-1	-10	-0.2	-2
COc1ccc(C(C(=O)NCc2ccccc2)N(C(=O)c2snc(C(N)=O)c2N)c2ccccc2OC)cc1 (configuration not stated)	1.2	-1.5	2	-4.2	11	13	1	-3.3	18
COC(=O)c1ccc2[nH]c3cccc(/C(=C/c4ccccc4)c4ccccc4)c3c2c1	1.6	-8.8	3	0.3	17	8	5	-0.5	8
COc1cccc(CNC(=O)CSCc2cnn(-c3ccccc3)c2-n2cccc2)c1OC	-0.9	-1.1	6	1.2	0	6	11	.	-4

Screening results deposited in PubChem BioAssay by several laboratories.

This is a random part of the collection; any-hit rate near 4.8%.
